# Screening data as filed in PubChem BioAssay.
# ELG1 DNA repair: blocks ELG1-dependent DNA repair in HEK293T cells | HEK293T ELG1-luciferase reporter, luminescence, 16 h; DNA damage induced by 5-fluorouridine | Potency, µM (series often up to 46.1 µM), for the others: at the top dose activity change, negative = inhibition, most hits filed as inhibitors | 330,000 compounds, 2.3% hits | AID 504467; note: potency is the fitted concentration of half-maximal effect; % is set by controls: 0 for no effect and ±100 for the full control effect; nearly all actives have a fitted effect of over 55% in size
#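 DMSO vehicle served as the neutral condition. Each well held 2,000 cells given 5-fluorouridine plus compound; after 16 hr at 37 °C/5% CO2, ONE-Glo was added and luciferase measured 30 min later.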
# p53 reactivation: mutant p53 re-activation in reporter cells; H1299 p53-A138V BP100-luciferase reporter, luminescence, 24 h; Potency, µM (top dose mostly 92.2 µM), for the others: top-dose activity change, positive = activation, most hits filed as activators; 320,000 compounds, 0.063% hits; AID 504706; note: potency is the fitted concentration of half-maximal effect; % of control where 0% means no effect; nearly all actives have a fitted effect of over 45% in size
#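 p53-null H1299 cells stably carrying temperature-sensitive p53-A138V and a BP100-luciferase reporter were pinned with compounds (4-point, 1:5 series) and held 24 hrs at 37 deg C. Luminescence was read 10 min after detection reagent.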
# B2AR arrestin: beta2AR (human) beta-arrestin recruitment activity; P07550; beta-arrestin recruitment to beta2AR, cell-based reporter; Potency, µM (top dose mostly 46.1 µM), without a hit: at the top dose activation, hits mostly activators; 330,000 compounds, 0.02% hits;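 note: potency is the fitted concentration of half-maximal effect; 0% = DMSO controls and full agonism = EC100 isoproterenol or metaproterenol; nearly all actives have a fitted effect of over 65% in size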
# A-T KAP1 phos: potential ataxia-telangiectasia treatments restoring KAP-1 phosphorylation | […] A-T fibroblasts, KAP-1 phosphorylation AlphaLISA; neocarzinostatin DNA damage 30 min before lysis | Potency, µM (top dose mostly 57.5 µM), inactives show at the highest dose activation, hits mostly activators | 320,000 compounds, 0.19% hits | AID 485349; note: potency is the fitted concentration of half-maximal effect; % of control where 0% means no effect; nearly all actives have a fitted effect of over 45% in size
#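 hTERT-immortalized A-T patient fibroblasts ([…]), 500 cells/well in OPTI-MEM, 1% FBS, got compounds for 60 min, then NCS for 30 min at 37C. Lysates were then assayed for phospho-KAP-1 by AlphaLISA (anti-pKAP1 donor, anti-KAP1 acceptor beads), 6 hr at 25C.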
# a7 integrin act: integrin-mediated muscular dystrophy alleviation activation; alpha7betagal myoblasts, beta-gal FDG fluorescence, 48 h; Potency, µM (series often up to 38.3 µM), without a hit: at the highest dose activation, actives largely listed as activators; 350,000 compounds, 0.064% hits; AID 624291;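 note: potency is the fitted concentration of half-maximal effect; 100% = response of the positive control SU9516; nearly all actives have a fitted effect of over 60% in size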
#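 Alpha7betagal+/- myoblasts (passage 13) were plated 16-24 hr, then exposed to compounds (1:260 dilution of DMSO stock) for 48 hours at 37C. After MPER lysis, β-galactosidase reporter activity was read as FDG fluorescence (ex 480/em 540) after 30 minutes.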
# TRPV1 agonist: human TRPV1 agonism. Q8NER1. TRPV1-expressing cells, Fluo-8 calcium influx, agonist mode. activation, % at 8.33 µM. 320,000 compounds, 0.19% hits. AID 540275; in the data active = activation above about 80%; inconclusive = between about 30% and that limit; note: 0% is about no effect
#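 TRPV1-expressing cells were cultured overnight at 35.5C and loaded with Fluo-8 calcium dye for 40 to 90 min at room temperature. After a 10 s baseline, compound was added and calcium influx was read kinetically for 3 min (ex 480/em 520 nm).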
# TCR activator: activates T cell receptor signaling. AID 504894. 330,000 tested, under 10 active. Potency, µM (titrated, usually from 9.22 µM), inactives show at the highest dose activation of IL-2 secretion, usual class: activators. primary human leukocytes, anti-CD3, IL-2 HTRF, 48 h; note: % of control where 0% means no effect
#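 TCR engagement came from a-CD3 beads alone, with compounds added to primary human leukocytes for 48 hr. Secreted IL-2 bridged europium cryptate- and d2-labelled anti-IL-2 antibodies, giving FRET emission at 665nm after 320nm excitation.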
# MLL CXXC-DNA inh: blocks binding of human MLL CXXC domain to DNA | Q03164 | MLL-CXXC / FITC-HOXA9 DNA fluorescence polarization | Potency, µM (doses to about 115 µM), inactives show at the top dose activity change, negative = inhibition, usual class: inhibitors | 290,000 compounds, 0.037% hits | AID 2662; active = well fitted inhibition curve with a large enough effect in the polarisation, with a control signal flat, not every such curve was filed as active; inconclusive = small, poorly fitted or top-dose-only effect, or effect the other way, or a change in a side signal; inactive = no such curve, though single readings can be large or run the other way; the % refers to the polarisation; note: potency is the fitted concentration of half-maximal effect
#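 Purified MLL-CXXC (added from a 7 uM solution) was preincubated 5 min at ambient with pinned compounds in 50 mM Tris-HCl pH 7.5, 50 mM NaCl, 1 mM DTT, 0.05% BSA. Fluorescein-labeled HOX-A9 DNA (50 nM solution) followed, 30 min, then polarization read.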
# BRCA1 expr up: activators of BRCA1 expression. AID 624202. Potency, µM (highest dose often 46.1 µM), for the others: at the top dose activation, actives largely listed as activators. MCF7-BRCA1-FFLuc reporter, luminescence, 48 h; response scale: scaled: vehicle 0%, 10 µM genistein 100%. 380,000 compounds, 1.1% hits; note: potency is the fitted concentration of half-maximal effect; nearly all actives have a fitted effect of over 80% in size; some results filed as inactive show a strong effect at the top dose
#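 MCF7-BRCA1-FFLuc, 2000 cells/well; 2 h attach, 37 °C/5% CO2; compound 48 h; luciferase substrate 15 min; luminescence end-point. Norm. to genistein 10 microM max activation and DMSO; concentration-response curves fitted.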
# PTAP TSG101 blk: blocks PTAP/TSG101 interaction to inhibit HIV-1 budding. Q99816. Fluorescence polarization, FITC-PTAP peptide / Tsg101 binding. Potency, µM (top dose mostly 115 µM), inactives show at the highest dose activity change, negative = inhibition, hits mostly inhibitors. 340,000 tested, under 10 active; active = well fitted inhibition curve with a large enough effect in the main read-out, with a control signal flat, not every such curve was filed as active; inconclusive = small, poorly fitted or top-dose-only effect, or effect the other way, or a change in a side signal; inactive = no such curve, though single readings can be large or run the other way; note: potency is the fitted concentration of half-maximal effect; % of control where 0% means no effect
#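 Steps: Tsg101 binding domain dispensed (10 uM final), compounds pinned in DMSO, FITC-labeled PTAP-motif peptide added (50 nM final); after 20 min binding at room temperature, polarization measured.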
# * marks the source's active call; other numbers are inactive results; ? = inconclusive; . = not tested or not shown; [ ] = another dose, or the depositor's remark. Unless noted, calls come from the whole dose curve; as a rule, active = well fitted curve in the direction sought with a large enough effect; inconclusive = small, poorly fitted or top-dose-only effect, or another doubt; inactive = no such curve, though single readings can be large; an effect the other way counts as inactive or inconclusive. No enrichment for hits. About 3.8% of those tested had a hit in this group.
No.	SMILES	ELG1 DNA repair	p53 reactivation	B2AR arrestin	A-T KAP1 phos	a7 integrin act
1	Cc1c(-c2nc(N)nc(Nc3ccc(F)cc3)n2)oc2ccccc12	?	?	0.3%	-1%	-45%[inhibitor]
2	COc1cc(NC(C)=O)ccc1-c1cc2ccccc2oc1=O	0%	-3%	0.2%	9%	-8%
3	O=C(COc1coc(CN2CCN(c3ccccc3F)CC2)cc1=O)NCC1CCCO1 (stereo unspecified)	4%	-6%	-3.6%	1%	14%
4	CCc1ccc(N2CC(C(=O)Nc3ccc(C)c(S(=O)(=O)N4CCOCC4)c3)CC2=O)cc1 (stereo unspecified)	21µM*	16%	-0.8%	-2%	-21%
5	Cc1cc(C)cc(OC(=O)CN2C(=O)c3ccccc3C2=O)c1	1%	.	-0.1%	6%	-2%
6	COc1cc(OC)c(-c2nc3cnccc3n2C)cc1OC	?	-15%	0.1%	1%	25%
7	C=CCSc1nnc(CNC(=O)c2ccccc2C)n1C(C)C	4%	-3%	0.0%	3%	8%
8	O=C(Nc1ccc(N2CCN(C(=O)c3ccco3)CC2)cc1)c1ccco1	6%	8%	0.3%	-1%	7%
9	O=C(O)/C(=C\c1cccs1)c1ccc(F)cc1	0%	-3%	-0.4%	3%	3%
10	Cc1c(NC(=O)CSc2cccc3cccnc23)c(=O)n(-c2ccccc2)n1C	.	.	.	.	-68%[inhibitor]
11	COc1ccc(-n2nc(C(=O)NCC(=O)N3CCOCC3)c3ccccc3c2=O)cc1Cl	-9%	10%	-0.2%	2%	0%
12	CCOCCCNC(=O)c1ccc2c(c1)OCO2	?	?	0.0%	-1%	15%

No.	TRPV1 agonist	TCR activator	MLL CXXC-DNA inh	BRCA1 expr up	PTAP TSG101 blk
1	0	-2%	?	?	1%
2	-8	-2%	-1%	-13%	1%
3	-1	1%	.	0%	-1%
4	4	3%	-4%	-54%	-6%
5	19	.	1%	3%	-3%
6	-2	-5%	5%	-32%	-7%
7	1	4%	2%	2%	0%
8	2	2%	-4%	23%	-5%
9	2	-1%	2%	-2%	0%
10	1	2%	-17%	1%	-6%
11	18	-3%	-10%	-2%	-5%
12	1	-1%	-1%	73%	-7%

# Single values from the results shown:
# Reading for cpd 5 in a7 integrin act: -2%
# Reading for cpd 8 in a7 integrin act: 7%

# (listing goes on)
No.	SMILES	ELG1 DNA repair	p53 reactivation	B2AR arrestin	A-T KAP1 phos	a7 integrin act
13	Nc1nc(Cl)cc(-c2ccccc2)n1	17%	0%	-0.8%	-7%	-24%
14	O=C(C1=NNCC1c1ccccc1)C1CO1 (stereo unspecified)	0%	16%	-2.4%	4%	-28%
15	CC[C@]1(C(=O)OC)[C@H]2C(=O)N(Cc3ccccc3)C(=O)[C@H]2[C@H]2CN=C(SCc3ccccc3)N21	-1%	34%	-0.7%	5%	-3%
16	c1ccc(NCc2ccncc2)cc1	9%	.	0.2%	6%	17%
17	COc1ccc(N(CC(=O)NCCSc2ccccc2)S(=O)(=O)c2ccccc2)cc1OC	-5%	-10%	-0.7%	13%	?
18	Cc1ccccc1CC(=O)NCC1CCCCC1	9%	-25%	-1.3%	-2%	27%
19	CCCCn1c(N)c(N(CCC)C(=O)C2CCCC2)c(=O)[nH]c1=O	-1%	7%	0.5%	6%	13%
20	CCOc1ccc2nc(SCC(=O)Nc3cc4c(cc3C(C)=O)OCO4)[nH]c2c1	?	-2%	-0.6%	5%	11%
21	CCOc1ccc(NC(=O)Nc2cnccn2)cc1	?	-1%	0.0%	-2%	35%
22	CCCCn1c(N)c(N(CCC(C)C)C(=O)COC(=O)c2ccco2)c(=O)[nH]c1=O	3%	-6%	-0.3%	2%	-3%
23	S=C(NCc1ccccc1)Nc1cccc(Cl)c1	-15%	?	-1.3%	-1%	-49%[inhibitor]
24	COC(=O)c1c(CSc2cccc(C)c2)noc1C(=O)NCc1ccco1	-13%	4%	0.4%	4%	8%

No.	TRPV1 agonist	TCR activator	MLL CXXC-DNA inh	BRCA1 expr up	PTAP TSG101 blk
13	1	0%	-4%	14%	0%
14	-8	-2%[46.1 µM]	-2%	-3%	-3%
15	.	3%[46.1 µM]	.	-17%	0%
16	3	-4%	2%	-2%	-3%
17	9	2%	34%[activator]	-29%	-6%
18	8	-6%	-4%	4%	-4%
19	-3	4%	.	-10%	-7%
20	-1	-2%	-5%	0%	-7%
21	?	7%	-3%	42%	0%
22	-2	-6%	2%	2%	-4%
23	?	-4%[46.1 µM]	2%	3%	?
24	18	11%	-2%	0%	-1%

# (further entries)
No.	SMILES	ELG1 DNA repair	p53 reactivation	B2AR arrestin	A-T KAP1 phos	a7 integrin act
25	CC(C)C1OC(c2cccc(NC(=O)c3cccs3)c2)OCC1(C)C (stereo unspecified)	?	18%	-0.2%	1%	5%
26	CCC(=O)Nc1sc(C(=O)OC)c(C)c1C(=O)OC	-12%	-1%	-0.1%	4%	-8%
27	O=C(CSc1ccc2nnc(-c3cccc(F)c3)n2n1)N1CCCc2ccccc21	12µM*	2%	0.1%	-2%	34%
28	OCc1ccc2c(c1)c(-c1ccc3c(c1)OCCO3)c(-c1ccccc1)n2-c1ccccc1	16µM*	-1%	-0.1%	4%	3%
29	O=C(NCC1CCCO1)C(c1cccs1)N(C(=O)c1ccc(CN2CCOCC2)o1)c1ccc(Cl)cc1 (stereo unspecified)	18%	11%	0.2%	6%	-15%
30	COc1ccccc1CN1CC(C(=O)NCc2c(F)ccc(C)c2F)CCC1=O (stereo unspecified)	?	?	0.3%	6%	17%
31	COc1ccc(OC)c(N/C(=N\c2nc(C)cc(C)n2)NC(=O)c2ccco2)c1	-13%	0%	0.0%	-3%	.
32	CCCOC(=O)c1ccc(NC(=O)c2cccc(S(=O)(=O)N3CCN(C(C)=O)CC3)c2)cc1	-11%	4%	0.1%	-5%	-40%
33	CC(C)CCN(C(=S)Nc1cccc(F)c1)C(C)c1cccs1 (stereo unspecified)	?	-3%	0.1%	1%	-14%
34	CCOc1ccc(/C=C2\SC(=S)N(CCC(=O)O)C2=O)cc1	?	-13%	-0.1%	32%	15%
35	CC(C)c1ccc(NC(=O)CSc2nc(-c3ccccc3F)nc3nc[nH]c23)cc1	?	7%	-1.2%	-8%	-17%
36	O=C(CCCN1C(=O)c2cccc3cccc(c23)C1=O)NC1CCS(=O)(=O)C1 (stereo unspecified)	1%	-1%	-0.1%	-2%	-5%

No.	TRPV1 agonist	TCR activator	MLL CXXC-DNA inh	BRCA1 expr up	PTAP TSG101 blk
25	?	.	2%	-46%	-8%
26	-1	3%	-1%	-16%	-5%
27	1	0%[46.1 µM]	19%	3%	2%
28	?	-3%	.	-72%	1%
29	17	13%[46.1 µM]	10%	-23%	-4%
30	-3	-1%	0%	?	-6%
31	6	.	-6%	.	.
32	19	7%	5%	-36%	-1%
33	-1	6%	-1%	0%	-1%
34	-4	-70%	13%	-22%	1%
35	-1	1%[46.1 µM]	8%	-12%	2%
36	-2	0%	17%	29%	-1%

# Grouped by structure: those above with an NH in an aromatic ring
No.	SMILES	ELG1 DNA repair	p53 reactivation	B2AR arrestin	A-T KAP1 phos	a7 integrin act
19	CCCCn1c(N)c(N(CCC)C(=O)C2CCCC2)c(=O)[nH]c1=O	-1%	7%	0.5%	6%	13%
20	CCOc1ccc2nc(SCC(=O)Nc3cc4c(cc3C(C)=O)OCO4)[nH]c2c1	?	-2%	-0.6%	5%	11%
22	CCCCn1c(N)c(N(CCC(C)C)C(=O)COC(=O)c2ccco2)c(=O)[nH]c1=O	3%	-6%	-0.3%	2%	-3%
35	CC(C)c1ccc(NC(=O)CSc2nc(-c3ccccc3F)nc3nc[nH]c23)cc1	?	7%	-1.2%	-8%	-17%

No.	TRPV1 agonist	TCR activator	MLL CXXC-DNA inh	BRCA1 expr up	PTAP TSG101 blk
19	-3	4%	.	-10%	-7%
20	-1	-2%	-5%	0%	-7%
22	-2	-6%	2%	2%	-4%
35	-1	1%[46.1 µM]	8%	-12%	2%
